# Bioassay records: PubChem BioAssay, National Center for Advancing Translational Sciences (NCATS)
# N370S GC = N370S glucocerebrosidase modulation, Gaucher chaperone candidate; P04062; N370S GC spleen homogenate, 4MU-glucoside fluorescence; Potency, µM (highest dose often 59.4 µM), without a hit: at the top dose activity change, negative = inhibition, most hits filed as inhibitors; actives 0.092% (n = 330,000); AID 2101;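 note: 0% = full enzyme activity and -100% = no enzyme basal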
# KAT2A inh = GCN5L2 (KAT2A) acetyltransferase inhibition | Q92830 | GCN5L2 HAT assay, ThioGlo1 CoA-SH fluorescence | Potency, µM (top dose mostly 58.9 µM), for the others: at the highest dose activity change, negative = inhibition, actives largely listed as inhibitors | actives 0.21% (n = 390,000) | AID 504327
# Target sequence (Q92830 whole entry, looked up): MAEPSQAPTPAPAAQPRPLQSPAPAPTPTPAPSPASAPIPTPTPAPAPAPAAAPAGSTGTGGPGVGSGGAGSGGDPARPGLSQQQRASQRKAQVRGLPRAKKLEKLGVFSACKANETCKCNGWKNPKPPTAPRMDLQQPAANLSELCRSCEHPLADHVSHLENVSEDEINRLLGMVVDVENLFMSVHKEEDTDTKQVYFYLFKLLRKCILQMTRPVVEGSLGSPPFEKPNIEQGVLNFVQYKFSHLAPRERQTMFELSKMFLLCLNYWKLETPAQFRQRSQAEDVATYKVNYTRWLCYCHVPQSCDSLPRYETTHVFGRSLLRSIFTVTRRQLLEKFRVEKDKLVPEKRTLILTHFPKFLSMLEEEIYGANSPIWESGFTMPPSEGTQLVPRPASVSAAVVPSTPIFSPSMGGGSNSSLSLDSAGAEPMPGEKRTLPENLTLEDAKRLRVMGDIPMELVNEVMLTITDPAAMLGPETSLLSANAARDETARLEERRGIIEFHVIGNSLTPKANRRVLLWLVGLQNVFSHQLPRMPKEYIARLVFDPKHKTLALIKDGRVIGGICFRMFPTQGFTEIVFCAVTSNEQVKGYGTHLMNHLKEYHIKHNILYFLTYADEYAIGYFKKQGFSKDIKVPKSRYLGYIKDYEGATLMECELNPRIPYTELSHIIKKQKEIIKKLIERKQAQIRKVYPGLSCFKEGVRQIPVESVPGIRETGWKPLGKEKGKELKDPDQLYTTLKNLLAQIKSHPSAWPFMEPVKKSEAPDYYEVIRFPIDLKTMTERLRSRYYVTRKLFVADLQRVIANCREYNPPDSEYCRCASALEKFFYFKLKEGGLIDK
#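 Preincubate 20nM GCN5L2 with compound 15 min, RT → add 50uM ThioGlo1 + 75uM H3(1-25) + 70uM acetyl-CoA → read fluorescence 0 and 20 min. Primary qHTS; fluorescent artifacts likely.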
# FEN1 inhibitor = blocks human flap endonuclease 1; AID 588795; actives 0.35% (n = 390,000); Recombinant FEN1 flap cleavage, fluorescence, 15 min; P39748; Potency, µM (doses to about 114 µM), for inactives: at the highest dose activity change, negative = inhibition, usual class: inhibitors; note: nearly all actives have a fitted effect of over 65% in size
#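 Enzyme 10 nM, 15 min RT preincubation with compound; start with substrate 50 nM final; reads at 0 and 15 min; qHTS titration, four-parameter Hill fit.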
# * = called active by the depositor; u = inconclusive; x = no result given; & = joins results of further samples; [ ] = dose if it differs, or a comment. Calls come from the whole dose curve; as a rule, active = well fitted curve in the direction sought with a large enough effect; inconclusive = small, poorly fitted or top-dose-only effect, or another doubt; inactive = no such curve, though single readings can be large; an effect the other way counts as inactive or inconclusive. Unless noted, % is set by controls: 0 for no effect and ±100 for the full control effect; potency is the fitted concentration of half-maximal effect. This is a subset. The share of hits here may be higher or lower than overall.
SMILES,N370S GC,KAT2A inh,FEN1 inhibitor
CCOc1cc(C2NC(=O)CCC2[N+](=O)[O-])cc(Br)c1OCC (stereo not drawn),1%,14%,0%
CCCCN1C2CCCC1CC(NC(=O)c1cccc(OC)c1)C2 (stereo not drawn),2%,-3%,6%
COc1cc(NC(=O)COc2ccc(F)cc2)nc(OC)n1,2%,4%,-9%
Cc1cccc(OCC(=O)N(Cc2ccco2)c2c(N)n(Cc3ccccc3)c(=O)[nH]c2=O)c1,x,-4%,-13%
Cc1nc(CC(C)C)cc(C(=O)N2CCCC(Nc3ccc(C)c(C)c3)C2)n1 (stereo not drawn),-4%,-12%,5%
CS(=O)(=O)c1ccc(Cl)c(NC(=O)COC(=O)C23CC4CC(CC(C4)C2)C3)c1,x,-13%,0%
Nc1n[nH]c(-c2ccc(Br)cc2)c1Cl,-20%,-1%,7%
c1ccc(CO/N=C(\c2ccc(C3CC3)nc2)C2CC2)cc1,u,-7%,9%
O=[N+]([O-])/C=C1\CCCCCN1,-10%,-10%,-8%
CC1=NN(c2ccc(C(=O)OC(C)C)cc2)C(=O)/C1=C\C=C\c1ccco1,4%,5%,-9%
C/C(=N/O)c1c(O)c(C)c(-c2ccccc2)n(-c2ccccc2)c1=O,7%,-3%,1%
COc1ccc(C2=NN(C(=O)CSc3ncccn3)C(c3ccc(C)cc3)C2)cc1 (stereo not drawn),9%,-7%,1%
CCN(C(=O)Cn1cnc2c1c(=O)n(C)c(=O)n2C)C1CCCCC1,x,1%,15%
CN1CCc2c(sc(N)c2C(=O)c2ccc(Cl)cc2)C1,12%,0%,-17%
COCC(C)n1c(SCC(=O)NC(=O)Nc2ccc3c(c2)OCCO3)nc2ccccc2c1=O (stereo not drawn),17%,-23%,-1%
COc1ccc(C2C(C(N)=O)=C(C)Nc3nc(CCCO)nn32)cc1 (stereo not drawn),-11%,1%&4%,5%&-5%
Cc1c(NC(=O)CSc2n[nH]c(-c3ccccc3)n2)c(=O)n(-c2ccccc2)n1C,u,-4%,-14%
COCCCn1c(=O)c2sccc2n2c(CCCC(=O)Nc3cccc(C(F)(F)F)c3)nnc12,x,-4%,-9%
N#CCCN(Cc1cccnc1)C(=S)NC(=O)c1ccco1,-9%,5%,-6%
CCOC(=O)c1c(NC(=O)CNCCOC)sc2c1CCCC2,7%,-9%,-14%

# Some values from above:
# Reading of O=[N+]([O-])/C=C1\CCCCCN1 in N370S GC: -10%
# Reading of Cc1cccc(OCC(=O)N(Cc2ccco2)c2c(N)n(Cc3ccccc3)c(=O)[nH]c2=O)c1 in KAT2A inh: -4%

# New compounds follow:
SMILES,N370S GC,KAT2A inh,FEN1 inhibitor
Cc1cc(C)cc(NC(=O)c2cc(Cl)sc2Cl)c1,6%,-6%,-5%
Cc1occc1C(=O)Nc1ccc(S(=O)(=O)N2CCCC2)cc1,0%,-1%,-10%
CC(CN1c2ccccc2Sc2ccccc21)N(C)C (stereo not drawn),u,-5%&1%&-3%,-16%&-3%
O=C(CCNC(=O)C1CCN(S(=O)(=O)c2ccc(F)cc2)CC1)NCc1cccc(Cl)c1,4%,0%,1%
CC(C)(C)c1ccc2c(c1)N(CC(=O)N1CCCC1)C(=O)CO2,-7%,1%,55%[activator]
CCOc1nc(Oc2cccc(C(=O)O)c2)nc(Oc2cccc(C(=O)O)c2)n1,-7%,2%,-11%
COc1ccc(C(=O)N2CCC(C(=O)NCc3ccccn3)CC2)cc1,4%,-1%,1%
O=C1N/C(=C\c2ccccc2)c2ccccc21,2%,-18%,-4%
CCCn1c2ccccc2c2cnn(CC(=O)NCCc3ccc(OCC)cc3)c(=O)c21,x,-6%,0%
O=C(Nc1ccc(F)cc1)N1CCCN(c2ccc(C(F)(F)F)cn2)CC1,0%,7%,3%
O=C(Nc1ccc([N+](=O)[O-])c(NC(=O)C2CCCO2)c1)C1CCCO1 (stereo not drawn),-16%,-8%,16%
CCOC(=O)C1(CC)CC(CSc2nc3ccccc3[nH]2)OC1=O (stereo not drawn),7%,-1%,-3%
O=c1c2ccccc2nc(-c2ccc(Cl)c(Cl)c2)n1O,-8%,-4%[0.501 µM],-4%
Cc1cc(Nc2cc(F)ccc2C)n2ncnc2n1,-3%,-8%,-9%
CC1=NNC(=O)C1Oc1ccccc1 (stereo not drawn),-5%,1%,1%
CCOc1cccc(-c2c(C(=O)N/N=C(\C)c3ccccn3)nnn2-c2nonc2N)c1,3%,2%,10%
O=C(/C=C/c1ccc2c(c1)OCO2)Nc1nc(-c2ccccc2)cs1,2%,-26%,-14%
CCC(C)c1ccc(OCC(=O)NNC(=O)C2CCCCC2)cc1 (stereo not drawn),0%,0%,-13%
COc1ccccc1N1C(=O)N(CC(=O)C(C)(C)C)c2ccccc2S1(=O)=O,0%,-21%&-8%,0%&-9%
O=S(=O)(c1ccc(F)cc1)c1nc(-c2ccccc2F)oc1N1CCCCC1,u,-5%,0%

# Sorted by SMILES length (low to high): 3 of the compounds above
SMILES,N370S GC,KAT2A inh,FEN1 inhibitor
Cc1occc1C(=O)Nc1ccc(S(=O)(=O)N2CCCC2)cc1,0%,-1%,-10%
CCOC(=O)C1(CC)CC(CSc2nc3ccccc3[nH]2)OC1=O (stereo not drawn),7%,-1%,-3%
CCCn1c2ccccc2c2cnn(CC(=O)NCCc3ccc(OCC)cc3)c(=O)c21,x,-6%,0%

# The listing continues.
SMILES,N370S GC,KAT2A inh,FEN1 inhibitor
CCOC(=O)c1ccc(NC(=O)C2=C(C)Nc3nc(SCc4ccc(Cl)cc4)nn3C2c2ccc(OC)cc2)cc1 (stereo not drawn),x,-2%,7%
COC(=O)Cn1c(CN2CCN(c3ccc(OC)cc3)CC2)nc2c1c(=O)[nH]c(=O)n2C,x,-5%,-3%
COc1ccc(NC2CC(=O)N(c3cccc([N+](=O)[O-])c3)C2=O)cc1 (stereo not drawn),-27%,-9%,8%
Cc1csc(SCC(=O)N(C)CC(=O)Nc2ccccc2Cl)n1,-9%,-2%,5%
Cc1ccccc1OCC(=O)NCC(=O)N/N=C/C=C/c1ccccc1,0%,-2%,x
CCOc1ccc(-n2c(=O)c3c(C)c(C)sc3n(Cc3ccc(C(C)(C)C)cc3)c2=O)cc1,x,-7%,2%
O=C(O)CCCN=C1NC2(CCCC2)Cc2ccccc21,2%,-1%,1%
O=C(NCCc1c[nH]c2ccccc12)c1cc(Cl)c2c(c1)OCO2,-1%,-7%,-17%
Cc1ccc(Nc2c(-c3cc(Br)ccc3F)nc3cc(C)ccn23)cc1,x,7%,-8%
c1ccc2c(N3CCCCC3)nc(N3CCOCC3)nc2c1,28%,-8%,-11%
COc1ccc(CNC(=O)CNC(=O)N2CC(=O)Nc3ccccc32)cc1,19%,0%,-4%
COc1ccc(OC)c(C(=O)c2ccc(Cl)cc2)c1,7%,6%,4%
O=C1c2cccc3c([N+](=O)[O-])ccc(c23)C(=O)N1c1ccc(Cl)cn1,2%,-9%,-22%
COc1ccc(/C=C/c2nc(C#N)c(N3CCC(C)CC3)o2)cc1OC,x,-16%,-9%
Cc1cccc(Cn2c(C)nc3ccc([N+](=O)[O-])cc3c2=O)c1,-16%,-3%,11%
CCc1ccc(C2c3[nH]c4ccccc4c3CCN2C(=O)c2cc(C)nn2C)cc1 (stereo not drawn),-1%,-11%,-26%
CCOc1cc(Br)c(C=O)cc1OCC,23%,-3%,-9%
O=C(CSc1ncc(C(F)(F)F)cc1Cl)N1CCN(S(=O)(=O)c2ccc(Cl)cc2)CC1,6%,-6%,-2%
N#C/C(=C\c1ccccc1)c1nc2ncccc2[nH]1,2%[12.8 µM],-2%,0%
CC(=O)c1cc(-c2ccc(F)cc2)n(CCC(=O)Nc2cc(C)[nH]n2)c1C,-1%,-3%,-3%
CC(=O)N1c2c(cc(Br)cc2S(=O)(=O)N2CCCCC2)CC1C (stereo not drawn),-14%,-5%,-2%
S=c1[nH]nc(-c2cnccn2)n1-c1ccccc1,0%,4%,-8%
CN(CC(=O)NCCc1ccccc1)CC(=O)Nc1cccc(F)c1,x,1%,-14%
Cc1ccc(C2(C)NC(=O)N(CC(=O)N3CCN(S(=O)(=O)c4cccc([N+](=O)[O-])c4)CC3)C2=O)cc1 (stereo not drawn),x,-1%,-13%
CCC(=O)N(Cc1cc2cc(OC)ccc2[nH]c1=O)c1cc(C)ccc1C,10%,-19%,6%
COc1cccc(CNCCCSc2nnnn2C)c1,x,-2%,25%
C/C(=N/NC(=O)CSCc1ccc(Cl)cc1)c1cccc(NC(=O)c2ccccc2)c1,7%,3%,-13%
CC(C)(C)c1ccc(S(=O)(=O)N2CCCCC2)cc1,10%,1%,-1%
CCOc1ncccc1C(=O)Nc1nnc(C)s1,-4%,-5%,-12%
Cc1ccnn1CC(=O)N/N=C/c1ccc2c(c1)OCO2,-15%,-2%,3%
[O-][n+]1onc2c1CCc1c-2nc(-c2ccccc2)n1OCc1ccccc1,1%,-2%,45%
COc1cc(NC(=O)c2cccs2)c(C(=O)OCC(=O)NC(=O)NCc2ccccc2)cc1OC,18%,-15%[0.501 µM],-15%
Cc1c(CN2CCC(n3nccc3NC(=O)c3cccc(F)c3)CC2)cnn1C,-7%,-1%,2%
COc1cccc(CC(NC(C)=O)C(=O)NC2CCN(S(=O)(=O)c3cccc4ccccc34)CC2)c1 (stereo not drawn),-8%,0%,-2%
Cc1ccc(S(=O)(=O)N2CCN(C(=O)CN3C(=O)NC4(CCCCC4)C3=O)CC2)c(C)c1,0%,-1%,-10%
CCOc1ccc(CCNC(=O)COC(=O)c2ccc(C)c([N+](=O)[O-])c2)cc1OCC,0%,u,7%
C=CCn1c(CC(=O)Nc2cccc(OC)c2)nnc1SCC(=O)NC1CCCCC1,-10%,1%,-2%
CCc1cccc(CC)c1NC(=S)NCCc1c(C)[nH]c2ccc(C)cc12,10%,-3%,0%
CCc1nnc(NC(=O)c2ccc(S(=O)(=O)N3CCCC(C)C3)cc2)o1 (stereo not drawn),-1%,-5%,12%
O=C(COc1ccc(-c2ccccc2)cc1)N1CCN(C(=O)c2cccnc2)CC1,-12%[2.35 µM],-2%,-8%

# Six compounds from above with just FEN1 inhibitor:
SMILES	FEN1 inhibitor
Cc1c(NC(=O)CSc2n[nH]c(-c3ccccc3)n2)c(=O)n(-c2ccccc2)n1C	-14%
CCOc1ccc(-n2c(=O)c3c(C)c(C)sc3n(Cc3ccc(C(C)(C)C)cc3)c2=O)cc1	2%
COC(=O)Cn1c(CN2CCN(c3ccc(OC)cc3)CC2)nc2c1c(=O)[nH]c(=O)n2C	-3%
CS(=O)(=O)c1ccc(Cl)c(NC(=O)COC(=O)C23CC4CC(CC(C4)C2)C3)c1	0%
[O-][n+]1onc2c1CCc1c-2nc(-c2ccccc2)n1OCc1ccccc1	45%
Cc1cc(Nc2cc(F)ccc2C)n2ncnc2n1	-9%

# (continued)
SMILES,N370S GC,KAT2A inh,FEN1 inhibitor
CCOc1ccc(NS(=O)(=O)c2cc(C(=O)NCCN3CCOCC3)ccc2C)cc1,x,-3%,-13%
Cc1cccc(N(CC(=O)NC2CC2)S(=O)(=O)c2ccc(Cl)cc2)c1,-4%,-5%,1%
O=CN1CCN(C(=O)CN2C(=O)c3ccccc3C2=O)CC1,-2%,5%,6%
COc1ccc(C)cc1NC(=O)CC1COc2ccccc2O1 (stereo not drawn),13%,-4%,2%
CN1C(=O)c2ccccc2Sc2ccc(NC(=O)Cc3c(F)cccc3Cl)cc21,x,-5%,-15%
COc1ccc2cc(CN(CCO)C(=O)c3ccccc3F)c(=O)[nH]c2c1,1%,3%,-14%
COc1cccc(-c2cc(C(=O)Nc3ccc(C)cc3)[nH]n2)c1,x,1%,1%
O=c1oc(-c2ccco2)nc2ccccc12,17%,0%,0%
Cc1ccc2nc(CSc3nc(C)nc4c3oc3ccccc34)[nH]c2c1,x,-5%,-24%
CCOC(=O)Cn1nnc(-c2ccc(S(C)(=O)=O)cc2)n1,3%,2%,-3%
CC(C)COc1ccc(C(=O)Nc2cc(S(=O)(=O)N3CCOCC3)ccc2N2CCCC2)cc1,x,-9%,15%
Cc1oc(-c2cc(F)ccc2F)nc1CN1CCCN(C(=O)c2ccco2)CC1,-8%,-2%,-16%
NC(=O)N/N=C/c1cc(F)cc(F)c1,-26%,2%,7%
Cc1cc(-c2nnc(SCC(=O)N3C(C)CCCC3C)o2)no1 (stereo not drawn),5%,0%,-8%
O=C(Nc1ccccc1)[C@@H]1[C@@H]2C(=O)N(c3ccc(F)cc3)C(=O)[C@@H]2[C@H]2C=CC=NN21,2%,-15%,-2%
O=C(COc1ccc([N+](=O)[O-])cc1)Nc1cc(S(=O)(=O)N2CCCCC2)ccc1N1CCCCC1,1%,-13%,-8%
CCOC(=O)Cn1nnnc1CN(CCc1ccccc1)Cc1cc2cc(CC)ccc2[nH]c1=O,x,-6%,-7%
CCC(=O)Nc1ccc(Oc2ccc3c(c2)C(=O)N(c2ccc(O)cc2)C3=O)cc1,-5%,-6%,1%
CN(CC(CC(=O)O)c1ccccc1)S(=O)(=O)c1ccc(Br)cc1 (stereo not drawn),0%,1%,-3%
Cc1cc(N2C(=O)CC(N3CCN(c4ccc(C(=O)c5cccs5)cc4)CC3)C2=O)no1 (stereo not drawn),7%,-5%,-1%
O=C(NCC(c1cccs1)N1CCOCC1)c1cnc(Cl)c(Cl)c1 (stereo not drawn),x,0%,-1%
